Cardiac RTF inh – cardiac RTF calcium desensitization; actives 0.12% (n = 340,000); AID 493244; IANBD-labeled cardiac RTF, Ca2+ fluorescence; inhibition, % at 7.15 µM; P19429+P45379;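 active = inhibition above the mean inhibition of all tested compounds plus 3 SD, cut at about 17% in these data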;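 also: assay run at fixed EC70 calcium of 1.6 mM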
CAL PDZ FP-1 – blocks peptide binding to the human CAL PDZ domain; Q9HD26; purified CAL PDZ, TMR-peptide fluorescence polarization, 1 h; inhibition, % at 24.9 µM; actives 0.92% (n = 300,000); AID 602252;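 active = mean inhibition of at least 30% with at least half of replicates also reaching 30%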;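 also: 0% = DMSO neutral control and 100% = excess unlabeled competitor peptide PRC23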
C-LANA FP – inhibitors of KSHV LANA C-terminal domain DNA binding; MBP-C-LANA/FAM-LBS DNA binding, fluorescence polarization; actives 0.078% (n = 340,000); inhibition, % at 9 µM;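 active = highest replicate inhibition at or above 60% at 9 µM, even if other replicates fall short; inactive = all replicates below 60% inhibition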;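 also: 0% = neutral control wells and 100% = 4 µM acridine orange control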
RTF Ca sens act – cardiac RTF calcium sensitization | P19429+P45379 | IANBD-labeled TnC RTF fluorescence at EC20 calcium; 0% EC20 calcium, 100% full calcium | activation, % at 7.2 µM | actives 0.24% (n = 340,000);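 active = activation above the mean over all tested compounds plus 3 SD, cut at about 30% in these data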;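 also: rise in fluorescence read as greater calcium sensitivity of cardiac thin filaments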
Keap1 Nrf2 FP – Keap1-Nrf2 (human) interaction inhibition; Q14145; Keap1 Kelch-Nrf2 peptide fluorescence polarization, 1536-well; inhibition, % at 9.4 µM; actives 0.15% (n = 340,000); AID 504523; in the data active = inhibition above about 12%;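 also: human Keap1 Kelch domain with fluorescein labeled Nrf2 9mer peptide probe; 0% = neutral control wells and 100% = peptide positive control; higher means more block of Keap1 binding to Nrf2 peptide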
SR-BI uptake up – SR-BI HDL lipid transfer activation; actives 0.096% (n = 320,000); CHO ldlA[mSR-BI] cells, DiI-HDL uptake fluorescence, 3 h; 100 = double the neutral-control signal; activation, % at 12.5 µM;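 active = mean replicate activation of at least 60% and every replicate at or above 60%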;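 also: 0% = median plate neutral-control signal and 100% = twice that signal; values of inactives mirror those of a sister screen read the other way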
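Material: SR-BI-overexpressing, LDLR-lacking CHO cells; schedule: compound exposure 3 h, 37 °C; reagent: DiI-labelled HDL at 10 µg/mL final; technique: bottom-read fluorescence, 550/595 nm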
DAGLB inh – diacylglycerol lipase beta (human) inhibition; inhibition, % at 5.17 µM; actives 0.059% (n = 340,000); Q8NCG7; AID 504411; HEK293T DAGLB membrane lysate, EnzChek fluorogenic substrate; in the data active = inhibition above about 34%;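 also: 0% = enzyme with vehicle and 100% = wells lacking enzyme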
Rtt109 Vps75 – C. albicans Rtt109 histone acetyltransferase inhibition; Q5AAJ8; purified Rtt109/Vps75, ThioGlo CoA-SH fluorescence, 4 h; inhibition, % at 34.9 µM; actives 0.16% (n = 330,000); AID 540336;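 active = inhibition of at least 50% in every replicate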
Target sequence (Q5AAJ8 whole entry, looked up): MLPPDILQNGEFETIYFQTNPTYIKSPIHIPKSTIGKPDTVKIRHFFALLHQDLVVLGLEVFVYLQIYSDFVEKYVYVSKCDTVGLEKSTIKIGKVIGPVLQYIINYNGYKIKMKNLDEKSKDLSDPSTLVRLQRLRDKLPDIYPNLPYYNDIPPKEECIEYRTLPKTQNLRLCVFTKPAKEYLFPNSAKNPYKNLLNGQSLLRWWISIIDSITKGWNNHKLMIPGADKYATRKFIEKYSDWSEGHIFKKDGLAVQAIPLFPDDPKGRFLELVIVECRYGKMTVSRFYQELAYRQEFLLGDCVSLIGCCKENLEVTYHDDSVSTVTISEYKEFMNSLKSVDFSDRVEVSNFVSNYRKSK
PKA-R2B act – activators of human PKA-R2B complex. activation, % at 11.4 µM. actives 0.079% (n = 340,000). PKA-R2B holoenzyme dissociation, Cy5-IP20 fluorescence polarization; R2B truncated from residue 108, S112A mutant; 0% DMSO only, 100% 113 µM cGMP. P22694+P31323. AID 504700;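 active = activation above a cutoff set at the mean over all compounds plus 3 SD, cut at about 18% in these data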;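 also: higher means more holoenzyme dissociation and a rise in polarization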
CAL PDZ FP-2 – inhibitors of human CAL PDZ peptide binding; Q9HD26; purified CAL PDZ, TMR-peptide fluorescence polarization, 1 h; inhibition, % at 20 µM; actives 0.02% (n = 330,000); AID 504414;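 active = highest replicate inhibition of at least 40%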;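 also: plate controls were DMSO neutral control wells for no effect and unlabeled competitor peptide control wells for full effect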
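System: purified tagged CAL PDZ domain construct (CerCALP). Schedule: 1 h incubation at room temperature before polarization reading. Medium: 25 mM sodium phosphate pH 7.4, 150 mM NaCl, TCEP, IgG, Thesit. Read-out: percent inhibition from loss of millipolarization. Measured by: FP readout, S and P plane fluorescence. Probe or stimulus: fluorescent TMR peptide probe.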
* = called active by the depositor; / = not tested or not shown. Random draw from the library; 1.6% or so of the library scored in one or more.

SMILES	Cardiac RTF inh	CAL PDZ FP-1	C-LANA FP	RTF Ca sens act	Keap1 Nrf2 FP	SR-BI uptake up	DAGLB inh	Rtt109 Vps75	PKA-R2B act	CAL PDZ FP-2
COc1ccc(-n2ncc3c(N4CCc5ccccc54)ncnc32)cc1	-3	/	-1.5	1	-5	-33	0	-1	-2	-1.6
Cc1ccc(-n2cc(CNCCc3ncc(C)[nH]3)c(-c3ccc(F)cc3)n2)cc1	-5	-4	-0.4	-3	-1	8	-5	3	4	-0.8
O=C(Nc1ccc(Oc2ccccc2)cc1)C1CCCN(c2ncccn2)C1 (centres undefined)	-2	/	-3.1	9	-7	9	-1	-9	-4	-2.9
O=C(/C=C/c1ccc(F)cc1)Nc1cccc(S(=O)(=O)Nc2cccc(C(F)(F)F)c2)c1	3	0	1.1	4	-1	-11	-3	1	-10	-1.7
O=C1CS/C(=C\[N+](=O)[O-])N1c1ccc(OC(F)(F)F)cc1	3	-2	-0.5	1	1	23	-1	-6	0	-0.4
CCN(CC)S(=O)(=O)c1cc(NC(=O)C2CCN(c3ncnc4sc(C)c(C)c34)CC2)ccc1Cl	-4	-3	-0.9	-20	-4	-36	-2	-2	-12	-3.7

6 structures from above, arranged by molar mass, low to high.
SMILES	Cardiac RTF inh	CAL PDZ FP-1	C-LANA FP	RTF Ca sens act	Keap1 Nrf2 FP	SR-BI uptake up	DAGLB inh	Rtt109 Vps75	PKA-R2B act	CAL PDZ FP-2
O=C1CS/C(=C\[N+](=O)[O-])N1c1ccc(OC(F)(F)F)cc1	3	-2	-0.5	1	1	23	-1	-6	0	-0.4
COc1ccc(-n2ncc3c(N4CCc5ccccc54)ncnc32)cc1	-3	/	-1.5	1	-5	-33	0	-1	-2	-1.6
O=C(Nc1ccc(Oc2ccccc2)cc1)C1CCCN(c2ncccn2)C1 (centres undefined)	-2	/	-3.1	9	-7	9	-1	-9	-4	-2.9
Cc1ccc(-n2cc(CNCCc3ncc(C)[nH]3)c(-c3ccc(F)cc3)n2)cc1	-5	-4	-0.4	-3	-1	8	-5	3	4	-0.8
O=C(/C=C/c1ccc(F)cc1)Nc1cccc(S(=O)(=O)Nc2cccc(C(F)(F)F)c2)c1	3	0	1.1	4	-1	-11	-3	1	-10	-1.7
CCN(CC)S(=O)(=O)c1cc(NC(=O)C2CCN(c3ncnc4sc(C)c(C)c34)CC2)ccc1Cl	-4	-3	-0.9	-20	-4	-36	-2	-2	-12	-3.7

Assay outcomes as filed in PubChem.
